Pf Dd2 inh – blocks in vitro growth of P. falciparum Dd2; P. falciparum Dd2 growth, SYBR Green, 72 h; Potency, µM (highest dose often 28.9 µM), inactives show at the top dose activity, negative = inhibition, usual class: inhibitors; 120,000 tested, 4.3% active; active means well fitted inhibition curve with a large enough effect; inconclusive means small, poorly fitted or top-dose-only effect; inactive means no such curve, though single readings can be large or run the other way;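 further: plate controls were DMSO vehicle for no effect and reference drug for full effect; nearly all actives have a fitted effect of over 65% in size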
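Infected erythrocytes (Dd2, 0.3% parasitemia, 2.5% hematocrit final) are added to compound in RPMI-1640/Albumax II medium, grown 72 h at 37C in low oxygen, then lysed with saponin/Triton-X containing SYBR Green and read by fluorescence.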
Active calls of the source: *; i = inactive; ? = inconclusive; [ ] = dose if it differs, or a comment. Potency means the concentration at half of the fitted maximal effect. This is a subset, so the mix of outcomes need not match the whole.

| compound | Pf Dd2 inh |
| --- | --- |
| COc1ccc(CCC(=O)N2CCC(Cc3nc(C4CCOCC4)no3)CC2)cc1 | -14% |
| CCc1ccc(NS(=O)(=O)c2ccc3[nH]cc(C(=O)NCCc4cccc(C)c4)c(=O)c3c2)cc1 | 6% |
| CC(=O)N1CCCCC1c1nnc2n1CCNC2 (stereo not drawn) | 16%[44.1 µM] |
| COCCN(C)C[C@H]1C[C@H](CO)CN(C(=O)c2cc(C)c(C)s2)C1 | -23% |
| Cc1ccc(C)c(N2CCN(C(=O)c3cnn(C(C)(C)C)c3C3CCN(C(=O)OC(C)(C)C)CC3)CC2)c1 | 8.9µM* |
| CN(C)c1ccc(C(=O)N2CCC3(CC2)NC(=O)N(c2ccccc2)N3)cc1 | ? |
| COc1ccc(C2=NS(=O)(=O)N(C)C(C(=O)Nc3cc(C)ccc3O)=C2)cc1OC | -6% |
| CCOC(=O)C1=C(CS(=O)(=O)c2ccc(Br)cc2)NC(=O)NC1c1ccccc1 (stereo not drawn) | i |
| Cc1ccc(CN(Cc2cccn2-c2nnc(N3CCCC3=O)s2)C(=O)Nc2cc(C)cc(C)c2)cc1 | 3.2µM* |
| N#Cc1c(-n2ncnc2-c2ccccc2Cl)sc2c1CCCCC2 | 64%[activator] |
| COCC[C@]1(O)CCN(C(=O)c2ccc(Cl)cc2F)C[C@H]1C | -14% |
| Cc1noc([C@@H]2CN(C3CCCCC3)C[C@H]2CO)n1 | 3% |
| c1ccc(-c2noc(-c3cncnc3NCC3CCCO3)n2)cc1 (stereo not drawn) | -14% |
| Cc1noc([C@@H]2CN(S(=O)(=O)c3ccc4c(c3)CCC4)C[C@H]2C(N)=O)n1 | 5% |
| Cc1cn2nnc(C(=O)NCC3CC3)c2c(=O)[nH]1 | 42%[activator] |
| CCN(CC)CCNC(=O)c1c2c(nc3ccccc13)C(=O)N(C1CCCCC1)C2 | 4% |
| O=C1Nc2ccccc2CC12CCCN2Cc1ccccc1 (stereo not drawn) | 10µM* |
| CN(C)C(=O)N1CCCC(C(=O)NCc2nc(C3CCCCC3)no2)C1 (stereo not drawn) | ? |
| Cc1ccc2cccc(NC(=O)c3ccc(OC(C)C)cc3)c2n1 | ? |
| COCCCNC(=O)N1CCCOCCNC(=O)[C@@H]2CCC[C@@H]21 | 6% |
| COC(=O)c1ccc(NC(=O)C2CCN(C(=O)c3ccc(F)cc3)CC2)cc1 | ? |
| Fc1ccc(-n2ncc3c(Nc4ccc(Oc5ccccc5)cc4)ncnc32)cc1 | i |
| O=S(=O)(NCCc1csc2nc(-c3ccc(Cl)cc3)nn12)c1ccc(Oc2ccccc2)cc1 | -3% |
| CCCc1noc(-c2cn(C3CCN(C(=O)c4ccc(OC)nc4OC)CC3)nn2)n1 | -6% |
| CNC(=O)c1c[nH]c2cccnc12 | -3%[44.1 µM] |
| CCN1C(=O)C2(CCN(S(=O)(=O)c3ccc4c(c3)CCCC4)CC2)c2ccccc21 | 2% |
| CCCc1noc(-c2cccn3c(CNC(=O)c4ccco4)nnc23)n1 | -12% |
| COc1ccc(NC(=O)CNC(=O)Cn2ccc3ccccc3c2=O)c(OC)c1 | 40%[activator] |
| O=C(Cn1ccn2nc(-c3ccc(F)cc3)c(CO)c2c1=O)N1CCN(c2ccccc2F)CC1 | i |
| Cc1cc(C)cc(OCC(=O)Nc2ccc(Cl)c(-c3nc4ncccc4o3)c2)c1 | ? |
| Cc1cc(C)c(NC(=O)c2c(C)oc3c2C2=NCCN2C=N3)c(C)c1 | 31%[activator] |
| COc1ccc(-c2nc(CSc3nncn4c3cc3occc34)c(C)o2)cc1 | 10µM* |
| CN(C(=O)c1cc(C2CC2)[nH]n1)C1CCc2nn(CC3CC3)c(=O)n2CC1 (stereo not drawn) | 19% |
| CCC1(O)CCC12CCN(C(=O)C1CC1)CC2 (stereo not drawn) | -2% |
| O=C(Nc1ccc(Cl)cc1)[C@@H]1COCC(=O)N1Cc1ccc(F)cc1 | -15% |
| CCOc1ccccc1CN1CCCC2(Cc3ccccc3CNC2=O)C1 (stereo not drawn) | ? |
| NC(=O)c1cccc(CN2CCC3(Cc4ccccc4N(C(=O)c4ccc(Cl)cc4)C3)C2)c1 (stereo not drawn) | ? |
| CCCCOc1ccc(Cn2c(=O)oc3ccc(C)cc32)cc1OC | ? |
| CCC(=O)NCCC1CCN(C(=O)Nc2ccccc2F)CC1 | 6% |
| CS(=O)(=O)Nc1cc(-c2noc([C@@H]3CCCN3Cc3ccccc3F)n2)ccn1 | i |

Structural class: the compounds so far containing a thiophene ring, fused or not (two)
| compound | Pf Dd2 inh |
| --- | --- |
| COCCN(C)C[C@H]1C[C@H](CO)CN(C(=O)c2cc(C)c(C)s2)C1 | -23% |
| N#Cc1c(-n2ncnc2-c2ccccc2Cl)sc2c1CCCCC2 | 64%[activator] |

(cont.)
| compound | Pf Dd2 inh |
| --- | --- |
| Fc1ccccc1-c1ncc[nH]1 | 6%[76.6 µM] |
| COc1cccc(S(=O)(=O)N2CCCCCNC(=O)CC2c2ccccc2)c1 (stereo not drawn) | ? |
| COc1ccc(C(=O)c2cn(Cc3cccc(C)c3)c3cc4c(cc3c2=O)OCO4)cc1 | -7% |
| O=C(CN1CCOC1=O)N1CCCC(c2ccccc2)(c2ccccc2)C1 | -27% |
| O=C1CCN(S(=O)(=O)c2ccccc2)CCCN(C(=O)CCCc2ccccc2)CCN1 | ? |
| Cc1ccc(CNC(=O)Cc2c(C)c3cc4c(C)coc4cc3oc2=O)cc1 | 12% |
| CC(C)c1noc(C2CCCN(S(=O)(=O)c3ccc4c(c3)CCC4)CCC(=O)NCC2)n1 (stereo not drawn) | -11% |
| CC(=O)c1ccc(NC(=O)C2CCC(CNS(=O)(=O)c3cccs3)CC2)cc1 (stereo not drawn) | 31%[activator] |
| C=CCNC(=O)c1cn2c(n1)CN(C(=O)c1ccccc1F)CC2 | 16% |
| CC[C@H]1CN(C(=O)c2ccc(F)cc2)CC[C@H]1CC(=O)NCCOC | 6%[44.1 µM] |
| Cc1ccccc1NC(=O)N1CCc2c(sc3c2CCCC3)C1c1ccccc1 (stereo not drawn) | ? |
| Clc1ccc(-c2cnc([C@@H]3COCCN3Cc3c[nH]c4ccccc34)[nH]2)s1 | ? |
| COc1ccc(CCC(=O)N2CCn3c(nnc3[C@@H]3C[C@@H](O)CN3C(C)C)C2)cc1 | 29% |
| COc1ccc(OCC(=O)Nc2nnc(S(=O)(=O)N3CCCCCC3)s2)cc1 | 22%[5.79 µM] |
| O=C(c1ccc(F)c(F)c1)N1C[C@@H](CO)[C@H](c2ccccn2)C1 | ? |
| O=C(C1CCCN1)N1CCN(Cc2ccc(=O)n(CC3CC3)c2)CC1 (stereo not drawn) | -21% |
| COCc1ccc(C(=O)N2CCc3[nH]nc(-c4ccccc4F)c3C2)s1 | ? |
| O=C(NCCCN1CCCC1)c1ccc(-c2ccc(N3CCCCC3)nc2)cc1 | -7% |
| Cc1ccc(S(=O)(=O)NCCc2csc(-c3ccc(Cl)cc3)n2)cc1 | 12% |
| COc1ccccc1CN1C(=O)O[C@@H]2CN(c3nc(C)cc(C)n3)C[C@@H]21 | -3% |
| CCOc1ccccc1C(=O)N1CCC[C@H]1c1nc(-c2ccc(OC)cc2)no1 | i |
| COc1ccc(Nc2ncnc3c2cnn3C)c(OC)c1 | 14% |
| Cc1ccc(-c2nc(CN3C(=O)CN=C(c4ccccc4Cl)c4cc(Cl)ccc43)c(C)o2)cc1 | 11µM* |
| CCOC(=O)N1CCc2c(sc(NCc3cccs3)c2C(=O)Nc2cc(OC)ccc2OC)C1 | ? |
| COc1ccc(-c2onc(C)c2C(=O)NCCCCc2ccccc2)cc1 | -13% |
| C[C@H]1[C@@H]2[C@H]3OC(=O)[C@@H](C)[C@@H]3CC[C@@]2(C)CC[C@@H]1NC(=O)c1ccncc1 | i |
| COc1ccc(-c2noc([C@@H]3CCCN3C(=O)c3cc(OC)c(OC)c(OC)c3)n2)cc1OC | 17% |
| CCCCCC(=O)Nc1nc2c(s1)C[C@@H]1[C@](C)(CO)[C@H](O)CC[C@@]1(C)[C@@H]2CC(=O)N(C)Cc1ccccc1 | i |
| COc1ccccc1OC(C)C(=O)N1CCC(c2nc3ccccc3s2)CC1 (stereo not drawn) | 53%[activator] |
| Cc1noc(C)c1S(=O)(=O)N1CCC2(CC1)NCCc1c2[nH]c2ccccc12 | 5µM* |
| CCOc1ccc(NC(=O)c2ccc3c(c2)CCN3S(=O)(=O)c2ccc(Cl)cc2)cc1 | ? |
| Cc1nn(-c2ccccc2)c2nc(C3CC3)cc(C(=O)Nc3ccccc3F)c12 | ? |
| O=C(CCSCc1ccccc1Cl)NCCc1ccccc1 | i |
| Cc1ccc(C(=O)N2c3ccc(C)cc3C(C)(c3ccccc3)CC2(C)C)cc1 (stereo not drawn) | ? |
| CN1C(=O)C2(CCN(C(=O)COc3ccc(Cl)cc3)C2)c2ccccc21 (stereo not drawn) | ? |
| COc1ccc(OCc2nc(C3CN(C(=O)c4cccn4C)C3)no2)cc1 | i |
| O=C(N[C@H]1CCOC[C@H]1C1CCOCC1)c1cccc(-n2cnnc2)n1 | 0% |
| CCc1ccc(NC(=O)c2cc(-c3ccc[nH]3)n[nH]2)cc1 | i |
| O=C(Cn1ccc(=O)[nH]c1=O)N1C[C@H]2CC[C@@H]1CN(Cc1cscn1)C2 | 1% |
| COc1ccc(OC)c(CCNC(=O)CCCc2nnc3n(C)c(=O)c4sccc4n23)c1 | i |
| COCCc1noc([C@@H]2CC(F)(F)CN2C(=O)c2ncccc2C)n1 | -14% |
| COc1ccc(N2CC(NC(=O)Cc3cccs3)CC2=O)cc1OC (stereo not drawn) | 1% |
| COc1ccc(Cl)cc1NC(=O)Cn1nnc2sc3c(c2c1=O)CCC(C(C)(C)C)C3 (stereo not drawn) | 16% |
| CN(C)Cc1cn2c(=O)n(C)cc(-c3cccc(OCc4ccccc4)c3)c2n1 | -23%[44.1 µM] |
| CC1CCN(CC2CCCN(C(=O)c3ccc(F)cc3)CC2)CC1 (stereo not drawn) | ? |
| CC(=O)c1cccc(NC(=O)CN2C(=O)c3cccnc3Sc3ccccc32)c1 | ? |
| COCc1ccc2c(c1)c(OC(C)(C)C(=O)N1CCN(C)CC1)nn2CCC(C)C | ? |
| Cc1ccc(-c2nnc(Nc3ccc(OCC(N)=O)cc3)c3ccccc23)cc1S(=O)(=O)NCC1CCCO1 (stereo not drawn) | 1.1µM* |
| Cc1nc(-c2ccc(S(=O)(=O)N3CCN(c4cccc(C(F)(F)F)c4)CC3)cc2)co1 | -21% |
| CN1CC(=O)N(c2cccnc2)Cc2c1ncnc2N1CCN(c2ncccn2)CC1 | 13% |
| COc1ccc(-c2cc(C(=O)NCCc3ccccc3)c3c(-c4ccc(Cl)cc4)[nH]nc3n2)cc1 | 7% |
| CCCCOc1cccc(C(=O)N(Cc2ccc(N(C)C)cc2)C2CCS(=O)(=O)C2)c1 (stereo not drawn) | i |
| O=C(c1ccccc1F)N1CCc2nc(-c3ccc(Cl)cc3)nc(-c3ccccc3)c2C1 | i |
| CCOC(=O)c1cnn(-c2ccc(C(=O)Nc3cc(OC)c(OC)c(OC)c3)cc2)c1N | ? |
| O=C1COc2ccc(NCCc3ccccn3)nc2CN1Cc1ccc(C(F)(F)F)cc1 | ? |
| COc1ccc(CN2CCN(C3CCN(c4ccccc4)CC3)CC2CCO)cc1C (stereo not drawn) | 11µM* |
| CC(=O)Nc1ccc(C(=O)NC[C@@H]2C=C(C)[C@H](Cc3nnc(-c4ccccc4F)o3)C[C@H]2C(C)C)cc1 | ? |
| Cc1nn(C(=O)c2ccc(Cl)cc2)c(C)c1Sc1ccc(Cl)cc1 | ? |
| Cc1ccc(C(=O)N2CCC(n3cc(-c4nc(-c5ccccc5)no4)nn3)C2)cc1C (stereo not drawn) | -10% |
| CCc1ccccc1NC(=O)CCOc1ccccc1 | i |

Carrying on.
| compound | Pf Dd2 inh |
| --- | --- |
| CC(=O)NC[C@@H]1C=C(C)[C@H](Cc2nc3ccc(C)cc3[nH]2)C[C@H]1C(C)C | ? |
| CCn1cnnc1CCNC(=O)c1cc(=O)n(C)c(=O)n1C | -8% |
| Cc1ccc(NC(=O)Cn2c(=O)oc3cc(S(=O)(=O)N4CCCCCC4)ccc32)cc1Cl | i |
| CC(C)CCN1CCC2(CC1)NCc1ccccc1NC2=O | ? |
| Cc1cc(F)ccc1NC(=O)C1CCCN(S(=O)(=O)c2ccc3c(c2)CCCC(=O)N3)C1 (stereo not drawn) | -13% |
| O=C1Nc2ccccc2CC12CCCN(Cc1ccc(F)cc1)C2 (stereo not drawn) | ? |
| CC(=O)N1CCCc2ccc(NC(=O)c3ccc(OC(C)C)cc3)cc21 | ? |
| COc1ccc(C(C)NC(=O)CN2C(=O)NC3(CCC(C)CC3)C2=O)cc1 (stereo not drawn) | i |
| O=C(c1ccc(N2CCCC(O)C2)nc1)N1CCC(N2CCOCC2)CC1 (stereo not drawn) | 21% |
| O=C1NCCOCCCN(S(=O)(=O)c2cccs2)[C@H]2CCCC[C@@H]12 | 16% |
| Cc1ccc2nc(CN3CCN(C(=O)Nc4ccc(C)c(F)c4)CC3)oc2c1 | -4% |
| CCN1c2cc(C(=O)Nc3ccc4c(c3)OCCO4)ccc2C(=O)N2CCCCC21 (stereo not drawn) | i |
| Cc1ccccc1-c1noc(-c2cc(C(C)C)[nH]n2)n1 | ? |
| COc1ccc(CNC(=O)CC[C@H]2CNC(=O)[C@@H]3[C@@H](CCN3C3CCOCC3)N2C)cc1 | 19% |

Four neighbouring compounds from above, quoted:
| compound | Pf Dd2 inh |
| --- | --- |
| Cc1ccc2nc(CN3CCN(C(=O)Nc4ccc(C)c(F)c4)CC3)oc2c1 | -4% |
| CCN1c2cc(C(=O)Nc3ccc4c(c3)OCCO4)ccc2C(=O)N2CCCCC21 (stereo not drawn) | i |
| Cc1ccccc1-c1noc(-c2cc(C(C)C)[nH]n2)n1 | ? |
| COc1ccc(CNC(=O)CC[C@H]2CNC(=O)[C@@H]3[C@@H](CCN3C3CCOCC3)N2C)cc1 | 19% |

Screens: PubChem, National Center for Advancing Translational Sciences (NCATS)
